# Assay outcomes from PubChem.
# S100A4 MyoIIA – blocks human S100A4 binding to myosin IIA peptide; P26447; actives 0.14% (n = 360,000); S100A4/TAMRA-MyoIIA peptide fluorescence polarization; inhibition, % at 10.7 µM;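 active means mean inhibition of at least 70% across replicates, with every replicate also reaching that level; inconclusive means mean inhibition reaches 70% but some replicates fall short; inactive means mean inhibition below 70%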
# Target sequence (P26447 whole entry, looked up): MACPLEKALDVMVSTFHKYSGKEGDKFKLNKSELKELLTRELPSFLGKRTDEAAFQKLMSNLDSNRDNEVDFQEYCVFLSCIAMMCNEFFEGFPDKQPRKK
#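 incubation = readout 5 min after mixing, signal stable up to 60 min | system = S100A4 monomer protein | buffer or medium = HEPES pH 7.2 with CaCl2, KCl, NaCl, DTT, Triton | benchmarks = neutral control DMSO, positive control TFP | also added = fluorescent myosin IIA peptide, 5 nM | compound dosing = one concentration per compound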
# Statin myotox sup – suppression of simvastatin myotoxicity | AID 602340 | C2C12 myotubes + simvastatin, ATP luminescence, 48 h; scaled: DMSO 0, geranylgeraniol control 100 | actives 0.78% (n = 330,000) | rescue of ATP level, % at 7.49 µM;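 active means mean ATP rescue above about 67%, or every replicate alone reaching that limit, limit read from the data, passing the limit was not always enough; inconclusive means no clear call, values can overlap the other calls; inactive means mean under the limit and some replicate under it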;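 further: myotubes were challenged with 10 µM simvastatin during compound exposure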
# DENV2 CPE – inhibitors of DENV2 cytopathic effect; CPE inhibition, % at 9.99 µM; DENV2-infected cells, cytopathic effect rescue, plate reader; actives 1.7% (n = 350,000); in the data active means CPE inhibition above about 20%, passing the limit was not always enough; inconclusive means no clear call, values can overlap the other calls; tested in BHK-21 cells;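 further: 0% = median of neutral control wells and 100% = median of positive control wells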
# PglD inh – blocks C. jejuni PglD acetyltransferase activity; AID 602405; inhibition, % at 12.5 µM; purified PglD enzyme, DTNB colorimetric CoA detection; actives 0.098% (n = 360,000); in the data active means inhibition above about 16%, passing the limit was not always enough; inconclusive means no clear call, values can overlap the other calls; further: strong numbers were not always called active
# E-selectin induc – induces E-selectin expression in human endothelial cells. HUVEC E-selectin immunofluorescence imaging; normalized: neutral wells 0, TNF-alpha wells 100. activation, % at 7.58 µM. actives 0.37% (n = 260,000);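 active means mean E-selectin-positive cell signal at least 10% of the positive control, reached in at least 60% of replicates, without over 20% cell loss; inconclusive means no rule given, readout overlaps actives, possibly toxicity-flagged; inactive means the rest, including those meeting only one limit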;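 further: in these data hits start at about 27%; measured in HUVEC primary endothelial cells; signal is the percent of cells scored E-selectin positive by PE staining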
# Target sequence (P16581 whole entry, looked up): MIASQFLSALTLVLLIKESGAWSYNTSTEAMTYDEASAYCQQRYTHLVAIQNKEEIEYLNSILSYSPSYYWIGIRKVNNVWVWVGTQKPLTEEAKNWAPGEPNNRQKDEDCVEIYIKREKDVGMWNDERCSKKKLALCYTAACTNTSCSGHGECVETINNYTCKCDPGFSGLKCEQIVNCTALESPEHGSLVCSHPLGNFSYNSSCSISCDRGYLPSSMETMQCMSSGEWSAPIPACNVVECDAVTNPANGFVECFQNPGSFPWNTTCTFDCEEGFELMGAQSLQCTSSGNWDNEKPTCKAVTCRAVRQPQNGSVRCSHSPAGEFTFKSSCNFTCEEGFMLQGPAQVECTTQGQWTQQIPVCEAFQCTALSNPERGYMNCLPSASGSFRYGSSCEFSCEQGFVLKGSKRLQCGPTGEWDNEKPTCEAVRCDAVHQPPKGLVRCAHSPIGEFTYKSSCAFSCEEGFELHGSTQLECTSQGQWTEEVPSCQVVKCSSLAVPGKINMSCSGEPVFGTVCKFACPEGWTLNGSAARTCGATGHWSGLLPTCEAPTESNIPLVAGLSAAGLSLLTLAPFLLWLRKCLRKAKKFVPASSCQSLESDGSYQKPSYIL
#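 Read-out basis: % PE-positive cells; Test system: HUVEC primary endothelial cells; Technique: immunofluorescence imaging; Dosing: single-point compound dose.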
# SIRT5 inh – inhibitors of human sirtuin-5 desuccinylase. Purified SirT5, succinyl-peptide AMC, trypsin-coupled fluorescence. Q9NXA8. inhibition, % at 15 µM. actives 1.1% (n = 330,000); in the data active means inhibition above about 15%; inconclusive means no clear call, values can overlap the other calls
# Target sequence (Q9NXA8 whole entry, looked up): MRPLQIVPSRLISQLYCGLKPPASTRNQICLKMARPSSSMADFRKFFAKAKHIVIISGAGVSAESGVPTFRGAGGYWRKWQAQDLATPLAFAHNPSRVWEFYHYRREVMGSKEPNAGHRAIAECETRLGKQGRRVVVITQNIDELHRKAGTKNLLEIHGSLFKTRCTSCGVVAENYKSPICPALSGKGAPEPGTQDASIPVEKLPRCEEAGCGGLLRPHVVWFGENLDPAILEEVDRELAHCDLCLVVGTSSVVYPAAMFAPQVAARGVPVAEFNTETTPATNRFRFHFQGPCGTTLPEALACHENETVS
# ERp5 block – ERp5 (human) disulfide isomerase inhibition; Q15084; ERp5 insulin aggregation, absorbance 650 nm, 90 min; inhibition, % at 9.99 µM; actives 0.05% (n = 350,000);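 active means mean replicate inhibition above about 25%, with every replicate also reaching it, limit read from the data, passing the limit was not always enough; inconclusive means only one of those two criteria met; inactive means neither criterion met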
# * = called active by the depositor; u = inconclusive; x = no result given; & = joins results of further samples.
SMILES,S100A4 MyoIIA,Statin myotox sup,DENV2 CPE,PglD inh,E-selectin induc,SIRT5 inh,ERp5 block
CCn1c(C(O)c2cc(OC)ccc2OC)nc2ccccc21 (configuration not stated),-7,22,u,1,x,1,1
NC(=O)[C@@H]1CC2(CC(c3cccc(NC(=O)[C@H]4CCC(=O)N4)c3)=NO2)CN1C(=O)c1ccc(Cl)cc1 (some centres not stated),-3,-6,x,0,-0.2,x,-2
O=C1Nc2ccccc2N(O)N1c1ccc(Cl)c(Cl)c1,0,x,3,x,x,-4,-2
CCNC(=O)N(CC)C[C@H]1N[C@@](C)(C(=O)OC)[C@H]2C(=O)N(Cc3ccccc3)C(=O)[C@@H]12,3,-1,-2,-2,x,-4,7
CC(C)CN(C(=O)Cn1ccccc1=O)C1CCS(=O)(=O)C1 (configuration not stated),0,4,-1,0,10,0,x
CSc1ccc(CN(C)C(=O)c2cc3ccccc3o2)cc1,-8,-1,-1,8,0.1,-4,-3
Cc1ccc(/C=N/NC(=O)C(=O)N/N=C/c2ccc(C)o2)o1,0,x,x,x,-2.1,1,5
CO[C@H]1CN(C)C(=O)c2cc(NC(=O)c3ccccc3)ccc2OC[C@@H](C)NC[C@@H]1C,1,13,u,3,0.0,1,0
C[C@@H]1CN([C@@H](C)CO)C(=O)c2cc(NC(=O)CCCCCC(=O)Nc3ccccc3N)ccc2O[C@@H]1CN(C)C(=O)Nc1ccc2c(c1)OCO2,4,x,30*,x,22,x,14
CO[C@H]1CN(C)C(=O)c2cc(NC(=O)c3cnccn3)ccc2OC[C@H](C)N(CC2CC2)C[C@@H]1C,1,x,35*,x,0.2,-1,x
Cc1ccc(S(=O)(=O)NCCC(=O)NC2CC2)cc1,-4,-8,-4,-2,x,2,3
Cc1c(NC2=CC(=O)CCC2)c(=O)n(-c2ccccc2)n1C,1,x,11,3,x,4,-2
CO[C@H]1CN(C)C(=O)c2cc(NC(=O)C3CC3)ccc2OC[C@H](C)N(Cc2cccc(F)c2)C[C@H]1C,18,14,-5,0,0.0,5,-3
CCOc1ccccc1CNCCNC(=O)c1nonc1N,0,x,-4,x,-0.9,2,-2
Cc1ccc(C(=O)Nc2ccc(C(=O)O)cc2)cc1S(=O)(=O)NCc1ccccc1,4,x,-3,x,0.3,4,1
NS(=O)(=O)c1ccc(NC(=O)COC(=O)c2cnccn2)cc1,-2,18,4,5,-0.2,0,-2
CCCCc1cc(=O)oc2cc(OCC(=O)NC(Cc3c[nH]c4ccc(O)cc34)C(=O)O)ccc12 (configuration not stated),9,0,u,3,x,x,0
CC(C)NC(=O)N[C@@H]1CC[C@H](CCN)O[C@H]1CO,2,1,2,-2,0.1,-1,-2
CCN(CC)C(=O)C1=C(C)N(Cc2ccc(OC)cc2)C(=O)C(CC(=O)NCc2ccco2)C1 (configuration not stated),-8,7,-7,-7,0.0,-1,-2
Cc1ccc(S(=O)(=O)N(C)C)cc1NC(=O)CSc1nc2ncc(Cl)cc2[nH]1,0,6,-4,-4,u,1,-2
C[C@@H]1CN([C@@H](C)CO)C(=O)c2cccc(NC(=O)Nc3ccc(C(F)(F)F)cc3)c2O[C@H]1CN(C)S(C)(=O)=O,-24,7,2,-5,0.1,0,-4
C[C@H]1CN([C@@H](C)CO)C(=O)c2c(c3ccccc3n2C)-c2ccccc2CO[C@H]1CN(C)S(=O)(=O)c1ccc(C(F)(F)F)cc1,-4,x,7,x,11,0,-1
COC(=O)c1c(CSc2ccc(C)c(C)c2)noc1C(=O)NCc1ccc(OC)cc1,-4,11,5,5,0.0,-7,4
O=C(CN1CCN(C(=O)c2ccccc2Cl)CC1)Nc1cccc(S(=O)(=O)N2CCCC2)c1,-12,7,2,1,-1.4,1,2
O=C(C[C@@H]1CC[C@@H]2[C@H](COC[C@H](O)CN2C(=O)c2ccccc2)O1)NC1Cc2ccccc2C1,-23,5,2,-1,0.2,-1,-4
CO[C@H]1CN(C)C(=O)c2ccc(NS(=O)(=O)c3cccc(C)c3)cc2OC[C@H](C)NC[C@@H]1C,-4,x,5,x,-0.1,0,3
COc1ccc2oc3ccccc3c(=O)c2c1,-1,-1,-6,-1,0.5,x,-2
COc1ccc2c(c1)Cc1c-2cc(Br)c(N)c1Br,-8,x,-1,-2,-0.6,x,4
C[C@H]1CN([C@@H](C)CO)C(=O)Cc2cc(NS(=O)(=O)c3cccs3)ccc2O[C@H]1CN(C)CC1CC1,-1,-1,13,14,-0.3,7,0
COc1cc2c(cc1OC)CN(C(=O)c1sc(-c3cnccn3)nc1C)CC2,5,-11,-1,x,-0.2,0,-1

# Compound profiles, from the list above. Screens in order: S100A4 MyoIIA	Statin myotox sup	DENV2 CPE	PglD inh	E-selectin induc	SIRT5 inh	ERp5 block
# CCN(CC)C(=O)C1=C(C)N(Cc2ccc(OC)cc2)C(=O)C(CC(=O)NCc2ccco2)C1 (configuration not stated) is entered as -8	7	-7	-7	0.0	-1	-2
# O=C(CN1CCN(C(=O)c2ccccc2Cl)CC1)Nc1cccc(S(=O)(=O)N2CCCC2)c1 is entered as -12	7	2	1	-1.4	1	2
# O=C(C[C@@H]1CC[C@@H]2[C@H](COC[C@H](O)CN2C(=O)c2ccccc2)O1)NC1Cc2ccccc2C1 is entered as -23	5	2	-1	0.2	-1	-4
# CCCCc1cc(=O)oc2cc(OCC(=O)NC(Cc3c[nH]c4ccc(O)cc34)C(=O)O)ccc12 (configuration not stated) is entered as 9	0	u	3	x	x	0
# CC(C)NC(=O)N[C@@H]1CC[C@H](CCN)O[C@H]1CO is entered as 2	1	2	-2	0.1	-1	-2

# Next part:
SMILES,S100A4 MyoIIA,Statin myotox sup,DENV2 CPE,PglD inh,E-selectin induc,SIRT5 inh,ERp5 block
COC(=O)c1sc2cc(=O)n(-c3cccc(C(F)(F)F)c3)nc2c1O,7,x,-7,x,0.8,-1,-2
O=C(CN1C(=O)NC2(CCCC2)C1=O)Nc1ccc(S(=O)(=O)N2CCOCC2)cc1,-3,4,1,-8,x,18*,-2
CC(O)C(NS(=O)(=O)c1ccc(Cl)cc1)C(=O)OCc1nnc(-c2ccccc2)o1 (configuration not stated),1,7,x,-4,x,-5,-11
COc1ccc(-n2nnnc2SCC(=O)c2cccc(OC)c2)cc1,-4,7,3,-2,x,8,4
O=C(c1cccc(S(=O)(=O)Nc2ccc(Br)cc2)c1)N1CCCC1,-2,7,10,x,-1.5,-2,-1
Nc1nc(NCCCN2CCOCC2)nc(NCc2ccccc2)c1[N+](=O)[O-],9,-9,-5,-9,9.5,-3,-10
COc1ccccc1CNc1nc(NCc2cccs2)nc2ccsc12,-1,-67,20,6,0.1,x,3
CC(C)COC(=O)C1C2C=CC3(CN(C(C)c4ccc(Br)cc4)C(=O)C13)O2 (configuration not stated),1,5,1,3,11,3,1
CC(Oc1ccc2c3c(c(=O)oc2c1)CCCC3)C(=O)NCCN1CCOCC1 (configuration not stated),4,-13,7,4,x,3,4
CCCn1nnnc1SCC(=O)N1CCCCC1,34,3,6,5,0.0,-2,5
Cc1ccccc1CNC(=O)C1CCC(=O)N(Cc2cccc(F)c2)C1 (configuration not stated),12,-1,0,3,x,8,1
COc1cc(C(=O)OCC(=O)Nc2sccc2C(N)=O)cc(OC)c1OC,-2,3,u,x,-0.9,1,-4
O=C(C1CCCC1)N1CCCCN2[C@@H](CO)[C@H](c3ccc(-c4cccc(F)c4)cc3)[C@@H]2C1,6,x,u,5,x,7,-2
CC(C)C(C)NC(=O)COn1nnc2ccc(S(=O)(=O)N3CCOCC3)cc21 (configuration not stated),-3,-2,-1,-1,0.5,1,-2
COc1ccc(OC)c(C(=O)C(=O)c2cc(OC)ccc2OC)c1,-1,2,6,5,0.1,-1,0
CCCc1c(-c2ccccc2Br)ncn1Cc1ccccc1OC,-1,x,u,x,-0.4,1,-3
CC(c1nc2ccccc2[nH]1)n1c(-c2ccncc2)nc2ccccc21 (configuration not stated),-2,x,-11,x,0.2,-1,2
COc1cccc(C#Cc2cnc3c(c2)C(=O)N([C@H](C)CO)C[C@@H](C)[C@H](CN(C)C(=O)C2CCC2)O3)c1,-2,-27,20*,-1,0.9,4,0
COc1ccc(S(=O)(=O)N2CCOC23CCN(C(=O)c2ccccc2OC)CC3)cc1,0,14,u,x,-0.2,8,-1
CCCCOC(=O)Nc1nc(C)c(C(=O)OCC)s1,x,-13,x,-3,21,x,x
Cc1c(/C=C/C(=O)c2ccc(C(C)C)cc2)cnn1C,-4,13,-3,x,-0.3,1,2
CC(=NNc1ccc2ccccc2n1)c1ccccn1,-2,x,-17,x,-0.3,x,1
COc1ccc(C(=O)C(C)[n+]2ccc(-c3nnc4n3CCCCC4)cc2)cc1 (configuration not stated),1,x,-1,-3,-0.8,-3,4
CCC(C)(C)NC(=O)C(c1ccc(OC)cc1)N(C(=O)CCC(=O)Nc1cc(C)on1)C(C)(C)C (configuration not stated),-1,0,13,3,x,-6,3
COCCNC(=O)CCC1CCN(C/C=C/c2ccccc2OC)CC1,-26,-3,29*,4,0.0,-1,3
CCOC(=O)N1CCN(c2cc(N)c([N+](=O)[O-])cc2F)CC1,0,12,-2,-8,x,-1,-8
CC(NS(=O)(=O)c1ccccc1)C(c1cccs1)N1CCOCC1 (configuration not stated),4,4,-6,5,x,1,5
COc1ccc2c(c1)[nH]c1c(=O)n(CCCn3ccnc3)cnc12,0,-1,x,-6,x,4,5
N#C/C(=C/c1ccc(-c2ccc([N+](=O)[O-])cc2)o1)C(=O)Nc1nc(-c2cccs2)cs1,-19,x,-6,x,0.1,-3,-3
C/C(Cc1ccccc1)=N\NC(=O)CNC(=O)c1ccc(F)cc1,-1,8,1,-6,x,-1,-9
CS(=O)(=O)NNC(=O)Cn1nnc(-c2ccc(OCc3ccccc3Cl)cc2)n1,1,7,-3,3,x,-2,-1
Cc1ccc2nc3c(c(Nc4cccc(O)c4)c2c1)CCC3,8,-5,-1,-2,x,12,0
C[C@H](CO)N1C[C@H](C)[C@@H](CN(C)C(=O)NC2CCCCC2)Oc2ccc(NC(=O)Cn3cnnn3)cc2C1=O,0&4,37&-15,-4,1&-6,-0.4,11&-6,2&-4
Cc1cccc(C2=NN(c3ccccc3)[C@@H](C(=O)N3CCOC3=O)[C@@H]2c2ccc([N+](=O)[O-])cc2)c1,-2,-2,0,2,x,-3,-2
CSc1ccccc1NC(=O)C1CCCO1 (configuration not stated),-8,33,1,-7,x,-2,4
Cc1ccc(S(=O)(=O)c2nc(S(=O)(=O)c3ccc(C)cc3)c(N3CCN(CCO)CC3)s2)cc1,-4,3,7,2,x,4,0
O=C(NCCc1nc2ccccc2[nH]1)c1cccc(Br)c1,-7,x,0,3,-0.1,1,5
CCNC(=O)C[C@H]1CC[C@@H]2[C@@H](COc3ccc(NC(=O)c4ccc5c(c4)OCO5)cc3C(=O)N2C)O1,-2,18,-15,0,-0.1,4,2
CCN(CC)CC(=O)N1CCCC(N2CCN(c3cccc(C(F)(F)F)c3)CC2)C1 (configuration not stated),9,-5,30*,4,x,-5,-7
COc1cccc(NC(=O)N[C@H]2CC[C@@H](CC(=O)Nc3ccccc3)O[C@@H]2CO)c1,6,5,1,3,0.3,1,-2
c1ccc(CSc2ncn[nH]2)nc1,-1,x,11,x,x,0,4
CC[C@@]1(C(=O)OC)N[C@H](CN(C)C(=O)Nc2ccc(Cl)cc2)[C@@H]2C(=O)N(C)C(=O)[C@@H]21,3,4,-1,-2,x,0,4
CCOC(=O)CC1(NC(=O)c2cc(COc3cccc(OC)c3)on2)CCCCC1,-5,4,-7,-2,x,-2,-2
CCNC(=O)C[C@@H]1CC[C@@H]2[C@H](COC[C@H](O)CN2Cc2ccc(Cl)c(Cl)c2)O1,-6,11,-8,1,0.1,-2,-17

# The list is partial. The share of hits here may be higher or lower than overall.
